NCI-60 one-dose screen, 48 h, at 10 µM unless noted. Numbers give growth in % (100 = growth as untreated, 0 = no growth, -100 = all killed).
RXF 393: RXF 393 renal cancer cells. AID 1794773. 6.9% of 77,000 active
IGROV1: IGROV1 ovarian cancer; 4.7% of 79,000 active
OVCAR-3: OVCAR-3 ovarian cancer | 7% of 79,000 active
SK-OV-3: SK-OV-3 ovarian cancer cells; 3.2% of 80,000 active
ACHN: ACHN renal cancer; 4.9% of 81,000 active
OVCAR-5: OVCAR-5 ovarian cancer; AID 1794783; 2.9% of 82,000 active
A498: A498 renal cancer cells. 5.4% of 76,000 active
OVCAR-8: OVCAR-8 ovarian cancer; AID 1794782; 4.4% of 81,000 active
OVCAR-4: OVCAR-4 ovarian cancer cells; AID 1794784; 3.7% of 80,000 active
Active calls of the source: *; x = no result given; & = joins results of further samples. The calls were made as follows: active = growth percent below 10; inactive = the rest.

Structure,RXF 393,IGROV1,OVCAR-3,SK-OV-3,ACHN,OVCAR-5,A498,OVCAR-8,OVCAR-4
CCCCCCCCCCCCCCCCCCOc1ccccn1,112,102,106,102,93,99,87,97,95
CC(=Nc1ccc(N(C)C)cc1)c1ccccc1,73,59,25,73,60,106,70,26,70
c1ccc(-n2ncc3cccnc32)cc1,90,91,107,102,106,100,113,94,102
O=C1OCCC/C1=C/c1ccc2c(c1)OCO2,87,101,101,108,100,102,135,100,100
COc1nccc2c(-c3ccc(Cl)cc3)nc(N)nc12,126,69,96,101,96,119,111,100,104
O=C1CCCCO1,107,110,114,95,103,83,107,101,90
Cn1c(=O)c2c(nc(N/N=C/C(Cl)Cl)n2C)n(C)c1=O,127,100,133,118,104,116,117,111,136
O=C1CCN(c2cccc3ccccc23)C(=S)N1,99,93,109,99,94,99,98,101,93
C#CCOc1ccc(/C=N/Nc2nc(-c3cc4cc(Br)ccc4oc3=O)cs2)cc1OC,58,83,87,26,71,74,50,66,48
CCCCOP(=O)(O)O,113,124,115,107,109,115,117,102,115
O=c1ncc2c([nH]1)-c1cn(Cc3ccccc3)c(-c3ccccc3)c1CC2,95,x,135,100,96,89,129,93,105
CC1CCC2(OC1)OC1CC3C4CC=C5CC(O)CCC5(C)C4CCC3(C)C1C2C (centres undefined),x,67,105,114,93,114,110,102,96
N#Cc1c(N)n(CCNC(=O)c2ccccc2)c2nc3ccccc3nc12,x,76,82,120,118,79,135,102,114
Cc1cc(NC(=S)SCc2ccc3c(c2)OCO3)ccc1Cl,117,111,92,100,102,93,85,107,97
O=C1O[C@@H](CO)[C@H](O)[C@@H](O)[C@@H]1O,x,103,110,110,x,x,106,101,102
O=c1[nH]cc(Nc2cc(Cl)c3nonc3c2[N+](=O)[O-])c(=O)[nH]1,x,x,123,104,93,98,94,98,121
O=C1OC(=Nc2cccc([N+](=O)[O-])c2)c2ccccc21,100,102,109,98,102,102,108,97,117
Cc1nnc(NS(=O)(=O)c2ccc(N3C(N)=NC(N)=NC34CCCCC4)cc2)s1,102,100,116,106,101,93,101,95,111
CCCCCCCCCCCCCCCCCCCCCCCCCCO,105,113,101,108,102,103,99,100,97
CC(C)NCCCCCNc1cccc2cccnc12,x,101,105,97,99,99,79,99,80
O=[N+]([O-])c1cccc(S(=O)(=O)Nc2ccccc2Cl)c1,x,106,98,85,105,98,83,92,96
O=C(O)CN1CCSC1=NC(=O)c1ccc(Cl)cc1,115,121,111,133,102,79,128,105,107
O=c1ccn(CCCOc2ccccc2Br)c(=O)[nH]1,110,105,90,114,99,83,97,113,111
Cc1c(-c2ccccc2)[nH]c2ccccc12,109,103,105,x,100,99,91,105,97
O=C(/C=C/c1cn(Cc2ccc(Cl)cc2)c2ccccc12)c1ccc(Cl)cc1,x,77,109,96,78,81,90,97,100
CCC1S/C(=N\S(=O)(=O)c2ccc(N)cc2)NC1=O (centres undefined),106,x,108,110,100,98,89,106,108
COc1cc2c(cc1OC)CN1CCc3cc(OC)c(OC)cc3C1C2 (centres undefined),120,96,120,105,103,109,104,x,103
Brc1ccc(-c2nocc2-c2c[nH]c3ccccc23)cc1,96,101,98,100,89,94,81,96,84
CCc1cccc2c3c(sc12)C(c1ccc(F)cc1)C(C#N)=C(/N=C/c1ccc(Cl)cc1)O3 (centres undefined),-7.2*,30,x,43,32,29,-10*,14,81
CS(=O)(=O)c1ccc(N/N=C/c2c(-c3ccc(S(C)(=O)=O)cc3)[nH]c3ccc(F)cc23)cc1,-11*,35,42,55,48,75,26,26,40
CCN(CC)CCOC(COc1ccccc1)COc1ccccc1,99,103,113,113,105,105,89,99,113
FC(F)(F)CN1CCN(CCn2c(C(F)(F)F)cc3c(Cl)ncnc32)CC1,60,-81*,-47*,71,-63*,103,104,8.8*,21
CN(C(=N)N)c1ccccc1,108,115,115,103,109,107,104,109,113
CS(=NC#N)c1ccc(-c2cnc(N)c(C(=O)Nc3ccccc3)n2)cc1 (centres undefined),63,57,83,68,54,120,86,102,87
COc1ccc(/C=C2\SC(=O)N(CN3CCN(c4cc5c(cc4F)c(=O)c(C(=O)O)cn5C4CC4)CC3)C2=O)cc1,108,113,110,x,111,108,x,99,104
CN1CCN(CC(O)COc2c(Br)c(Br)c(Br)c3c2OC(C)(C)C3)CC1 (centres undefined),29,-67*,x,109,78,79,58,91,82
COc1ccc(-c2nc3sc4c(c3c(=O)[nH]2)CCCC4)c2ccccc12,17,37,-64*,34,-32*,-18*,-24*,13,-7.2*
COC(=O)c1ccc(Nc2ccnc(-c3cncc4ccccc34)n2)cc1,91,78,101,x,90,92,77,99,90
COc1ccc(-c2cc(-c3cccn3C)c(C#N)c(=O)n2C(=S)Nc2ccc(F)cc2)cc1OC,97,104,116,105,89,93,94,99,99
CC12CCC3c4ccc(O)cc4CCC3C1C[C@H](O)[C@@H]2O (some centres undefined),122,103,110,110,111,118,121,105,102

Next section (two carried over from the part before).
Structure,RXF 393,IGROV1,OVCAR-3,SK-OV-3,ACHN,OVCAR-5,A498,OVCAR-8,OVCAR-4
COc1ccc(-c2cc(-c3cccn3C)c(C#N)c(=O)n2C(=S)Nc2ccc(F)cc2)cc1OC,97,104,116,105,89,93,94,99,99
CC12CCC3c4ccc(O)cc4CCC3C1C[C@H](O)[C@@H]2O (some centres undefined),122,103,110,110,111,118,121,105,102
c1ccc(NN=C(c2ccccc2)c2ccccc2)cc1,93,83,99,86,69,91,155,101,88
NC(=O)c1c(NC(=O)/C=C/c2cccs2)sc2c1CCC(=O)C2,27,24,14,95,5.3*,79,115,20,14
O=c1c(/C=C/c2ccco2)nnc2sc(Nc3ccc(Cl)cc3)nn12,114,69,106,86,98,97,108,101,91
Cc1[nH]n(C(N)=S)c(=O)c1N=Nc1ccc(F)c(Cl)c1,131,102,88,280,104,102,128,91,95
COc1cc(F)c(Cn2c(-c3c(F)cc(OC)cc3F)nc3c(C)cccc32)c(F)c1,90,77,97,106,92,97,88,88,87
C[n+]1c(-c2ccc(NC(=O)c3ccc(C(=O)Nc4ccc(-c5cn6ccccc6[n+]5C)cc4)cc3)cc2)cn2ccccc21,49,69,107,64,99,105,144,55,91
O=S(=O)(c1ccc(NCSc2nc3ccccc3s2)cc1)c1ccc(NCSc2nc3ccccc3s2)cc1,99,97,98,71,102,107,112,97,117
O=C1/C(=C/c2ccc(F)cc2)COc2ccc(O)cc21,104,85,92,123,88,97,111,87,93
Cc1[nH]c2ncnc(Nc3ccc(NC(=O)Nc4cccc(Cl)c4)c(F)c3)c2c1C,112,99,118,103,96,117,108,100,115
COc1ccc(C(=O)NNC(=O)CSc2nc3sc4c(c3c(=O)n2-c2ccc(Cl)cc2)CCCC4)cc1,82,89,106,70,86,79,124,24,79
COc1ccc(C2=Nc3c(N)nc(N)nc3NC(c3sc(Cl)nc3Cl)C2)cc1 (centres undefined),78,92,94,102,100,94,93,89,110
O=C(Cn1cc(CO)nn1)Nc1nc(-c2ccc(F)cc2)cs1,100,108,120,81,106,110,96,97,97
CS(=O)(=O)Nc1cccc(-n2c(/C=C/c3ccccc3)nc3ccccc32)c1,76,64,76,84,74,80,56,72,87
Oc1ccccc1/C=N\c1nccs1,109,103,111,98,103,102,79,96,99
O=C(NNC(=O)N1c2ccccc2C=Cc2ccccc21)c1ccc([N+](=O)[O-])cc1,99,99,111,114,101,97,91,110,98
CN(C)C(=S)SCN1C(=O)c2ccccc2C1=O,111,72,105,115,103,100,79,98,87
O=C(O)C(C(=O)O)C1CCCC1,113,116,124,x,110,117,97,113,x
O=C(CNc1nc(-c2cccc([N+](=O)[O-])c2)cs1)Nc1ccc(Cl)cc1[N+](=O)[O-],x,101,125,105,105,103,103,103,104
O=C(NCCCCC(Cl)C(=O)O)c1ccccc1 (centres undefined),104&103,111&121,113&108,108&105,97&115,108&113,105&110,95&99,115&113
CC1(C)C(=O)/C(=C\c2ccncc2)C[C@]2(C)[C@H]3CC=C4[C@@H]5C[C@@](C)(C(=O)O)CC[C@]5(C)CC[C@@]4(C)[C@]3(C)CC[C@@H]12,106,94,100,85,94,103,105,88,85
COc1ccc(-n2c(SCc3cc(OC)c(OC)c(OC)c3)nc3ccc(C)cc3c2=O)cc1,53,62,60,74,67,81,38,84,67
COc1ccc(C(c2cc(OC)c(OC)c(OC)c2)N2CCCC2)cc1 (centres undefined),103,83,67,77,103,93,31,96,101
OCc1cccnc1,112,x,114,107,102,100,78,95,115
CN(C)CCN(Cc1ccccc1)c1nc2ccccc2o1,96,105,98,108,103,76,91,122,98
CSC1C2C(N)=NNC(c3ccccc3)=NC2=Nc2c(C#N)cnn21 (centres undefined),99,76,105,90,97,93,105,98,111
NS(=O)(=O)c1ccc(CCN2C(=O)c3ccc(C(=O)O)cc3C2=O)cc1,105,98,102,107,106,94,104,104,110
COC(=O)C(N)C(=O)OC,106,104,119,113,101,106,108,106,101
Nc1nc(SCc2ccccc2)sc1C(=O)N1CCCCC1,89,99,102,104,93,96,88,93,82
CCOC(=O)c1nnn(-c2ccc(Cl)cc2)c1C(F)(F)F,104,109,110,92,100,102,105,94,107
CCCCCCCN1C(=O)/C(=c2\sc3n(c2=O)C2C(NN=3)N(CC)C(=O)N2CC)c2ccccc21 (centres undefined),83,94,111,98,92,95,x,91,115
CC(=O)C1/C(=N/O)CON(Cc2ccccc2)C1c1ccccc1 (centres undefined),100,102,107,111,102,97,96,108,97
CC(=O)CCNC1CCCCC1,104,112,106,111,x,113,94,104,111
CCOC(=O)C1=C(Nc2cccc3c(NC4=C(C(=O)OCC)C(=O)CO4)cccc23)OCC1=O,111,105,105,114,103,x,132,103,106
CCOc1cc2c(Cl)ncnc2c(OCC)c1OCC,-5.7*,-65*,3.4*,108,60,97,91,100,95
CCS(=O)(=O)Oc1ccc(-c2cn3ccsc3n2)cc1,103,108,x,110,105,114,85,103,104
Oc1c(C(c2ccccc2)N2CCOCC2)ccc2ccccc12 (centres undefined),116,104,120,110,100,105,106,101,106
CC1=Nc2cnc(Nc3ccc(N4CCCCC4)cc3)nc2Nc2ccccc21,68,63,95,104,68,83,56,77,52
Cc1ccc(NC(=O)Oc2ccc(C#N)cc2)cc1Cl,112,104,115,110,103,97,97,109,107
COc1ccccc1Cc1nc(-c2ccccc2)nn(C2OC(COC(C)=O)C(OC(C)=O)C(OC(C)=O)C2OC(C)=O)c1=S (centres undefined),84,107,93,93,91,110,62,76,74
C#CC(=O)Nc1cccc2c1cc(C)n2-c1nc2c(c(NCc3ccccc3)n1)CCCC2,-94*,-28*,-9.2*,-94*,-74*,-16*,x,-14*,-36*

Taken from above.
Under ACHN, CSC1C2C(N)=NNC(c3ccccc3)=NC2=Nc2c(C#N)cnn21 (centres undefined) has the entry 97
Under SK-OV-3, CCOC(=O)C1=C(Nc2cccc3c(NC4=C(C(=O)OCC)C(=O)CO4)cccc23)OCC1=O has the entry 114
Under OVCAR-3, COc1ccc(-n2c(SCc3cc(OC)c(OC)c(OC)c3)nc3ccc(C)cc3c2=O)cc1 has the entry 60
Under IGROV1, CC1=Nc2cnc(Nc3ccc(N4CCCCC4)cc3)nc2Nc2ccccc21 has the entry 63
Under IGROV1, C#CC(=O)Nc1cccc2c1cc(C)n2-c1nc2c(c(NCc3ccccc3)n1)CCCC2 has the entry -28*

The results go on.
Structure,RXF 393,IGROV1,OVCAR-3,SK-OV-3,ACHN,OVCAR-5,A498,OVCAR-8,OVCAR-4
CC(=O)OC1CCC2(C)C(=CCC3C2CCC2(C)C3CC3OC4(CCC(C)CO4)C(C)C32)C1 (centres undefined),x,100,109,109,92,95,99,100,94
C#C[C@]1(O)CC[C@H]2[C@@H]3CC=C4c5sc(C6CC6)nc5CC[C@]4(C)[C@H]3CC[C@@]21C,5.2*,98,89,116,91,86,100,88,107
CC1(C)N=C(N)NC(Nc2ccc(Cl)cc2)=N1,117,95,121,101,104,116,133,101,107
Cc1cccc(N=C2NC(=O)CS2)c1C,107,108,111,106,108,106,106,101,108
Cc1c(C(N)=O)sc2nc(SCc3nnc(-c4ccc(Cl)cc4)o3)n(Cc3ccccc3)c(=O)c12,110,96,112,95,110,109,68,109,101
CC(C)(C)n1cc(-c2ccnc(NCCCNS(=O)(=O)c3ccc(Br)cc3)n2)c(-c2ccc(F)c(O)c2)n1,82,102,84,106,77,106,84,85,70
CCOC(=O)C(=CC(C)C)C(=O)OCC,x,105,107,98,103,100,112,95,114

Quoted at random: seven records from the list
Structure,RXF 393,IGROV1,OVCAR-3,SK-OV-3,ACHN,OVCAR-5,A498,OVCAR-8,OVCAR-4
Cc1c(C(N)=O)sc2nc(SCc3nnc(-c4ccc(Cl)cc4)o3)n(Cc3ccccc3)c(=O)c12,110,96,112,95,110,109,68,109,101
CC(C)(C)n1cc(-c2ccnc(NCCCNS(=O)(=O)c3ccc(Br)cc3)n2)c(-c2ccc(F)c(O)c2)n1,82,102,84,106,77,106,84,85,70
CC1(C)N=C(N)NC(Nc2ccc(Cl)cc2)=N1,117,95,121,101,104,116,133,101,107
CC(=O)OC1CCC2(C)C(=CCC3C2CCC2(C)C3CC3OC4(CCC(C)CO4)C(C)C32)C1 (centres undefined),x,100,109,109,92,95,99,100,94
Cc1cccc(N=C2NC(=O)CS2)c1C,107,108,111,106,108,106,106,101,108
CCOC(=O)C(=CC(C)C)C(=O)OCC,x,105,107,98,103,100,112,95,114
C#C[C@]1(O)CC[C@H]2[C@@H]3CC=C4c5sc(C6CC6)nc5CC[C@]4(C)[C@H]3CC[C@@]21C,5.2*,98,89,116,91,86,100,88,107

Screens (PubChem BioAssay)

Hits appear at their usual frequency; any-hit rate near 11%.
